# LRH-1 inv ag: inverse agonists of human LRH-1 (NR5A2). HEK293T StAR-luciferase reporter, LRH-1 transfected, 24 h. inhibition, % at 3.6 µM. 360,000 tested, 0.13% active. AID 602396;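 active means inhibition above the mean inhibition of all tested compounds plus 3 SD, cut at about 73% in these data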;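 further: 0% = DMSO wells and 100% = reporter-only cells lacking LRH-1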
# NOD2 RIPK2 PPI: blocks binding of human NOD2 to RIPK2; CHO BLA complementation NOD2-RIPK2, CCF4 ratio; inhibition, % at 4.98 µM; O43353; 360,000 tested, 0.38% active; in the data active means inhibition above about 21%;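 further: 0% = vehicle only and 100% = reference blocker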
# TLR9-MyD88 block: TLR9-MyD88 interaction inhibition. 340,000 tested, 0.21% active. inhibition, % at 4.98 µM. CHO BLA complementation TLR9-MyD88, CCF4 FRET ratio. Q9NR96+Q99836;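 active means inhibition above the mean over all tested compounds plus 3 SD, cut at about 21% in these data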;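 further: 0% = DMSO only wells and 100% = clavulanate BLA inhibitor control wells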
# NR2F2 inh: inhibitors of human COUP-TFII (NR2F2). inhibition, % at 8.6 µM. HEK293T NGFI-A luciferase reporter, luminescence. AID 686940. P24468. 370,000 tested, 0.7% active;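 active means inhibition above a per-plate cutoff, mean inhibition of test wells between control levels plus 3 SD, cut at about 38% in these data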;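 further: cells cotransfected with COUP-TFII expression vector driving the NGFI-A reporter; 0% = median of COUP-TF2 test wells and 100% = reporter-only cells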
# Exocytosis inh: blocks lytic granule exocytosis | TALL-104 LAMP-1 surface exposure, flow cytometry; cells stimulated with thapsigargin and PMA | inhibition, % at 10 µM | 360,000 tested, 0.66% active | AID 651702;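 active means inhibition above about 55%, limit read from the data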
# ABHD5-PLIN5 inh: blocks binding of human ABHD5 to perilipin-5; Q00G26+Q8WTS1; Split G. princeps luciferase complementation, luminescence, 4 h; inhibition, % at 4 µM; 360,000 tested, 0.78% active;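 active means inhibition above the mean inhibition across every tested compound plus 3 SD, cut at about 22% in these data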;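 further: 0% = DMSO only wells and the 100% control is not disclosed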
# Target sequence (Q00G26 whole entry, looked up): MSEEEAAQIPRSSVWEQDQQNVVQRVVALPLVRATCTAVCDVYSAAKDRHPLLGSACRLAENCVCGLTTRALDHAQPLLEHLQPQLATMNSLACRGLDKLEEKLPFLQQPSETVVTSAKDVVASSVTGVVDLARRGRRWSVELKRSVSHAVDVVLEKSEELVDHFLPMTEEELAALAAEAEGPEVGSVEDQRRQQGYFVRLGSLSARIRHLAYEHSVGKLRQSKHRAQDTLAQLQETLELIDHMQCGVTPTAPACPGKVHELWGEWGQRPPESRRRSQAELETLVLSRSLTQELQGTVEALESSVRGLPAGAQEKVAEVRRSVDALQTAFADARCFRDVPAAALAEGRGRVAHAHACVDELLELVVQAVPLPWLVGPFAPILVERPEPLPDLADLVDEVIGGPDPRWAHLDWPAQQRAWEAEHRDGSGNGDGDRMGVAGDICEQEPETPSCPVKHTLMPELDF
# Target sequence (Q8WTS1 whole entry, looked up): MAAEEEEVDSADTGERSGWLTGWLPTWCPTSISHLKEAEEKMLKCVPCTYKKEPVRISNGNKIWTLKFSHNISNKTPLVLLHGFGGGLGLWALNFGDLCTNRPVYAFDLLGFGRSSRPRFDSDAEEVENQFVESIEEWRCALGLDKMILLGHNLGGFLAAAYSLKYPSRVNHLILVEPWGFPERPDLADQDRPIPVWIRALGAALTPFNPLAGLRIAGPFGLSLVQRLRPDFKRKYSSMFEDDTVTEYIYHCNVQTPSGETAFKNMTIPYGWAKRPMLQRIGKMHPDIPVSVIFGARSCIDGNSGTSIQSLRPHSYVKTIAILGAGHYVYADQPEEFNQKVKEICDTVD
# SRC2 inh: inhibits human steroid receptor coactivator 2 | Q15596 | HEK293 GAL4-SRC2 luciferase reporter, luminescence | inhibition, % at 9 µM | 370,000 tested, 0.17% active | AID 651957;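 active means inhibition above the mean inhibition of all tested compounds plus 3 SD, set per campaign, cut at about 52% in these data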;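 further: 0% = DMSO treated cells and 100% = cells given Gossypol at 36 µM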
# TWEAK Fn14 block: blocks TWEAK-Fn14 interaction in a reporter cell assay; inhibition, % at 10 µM; TWEAK-stimulated Fn14 reporter cells, luciferase luminescence, 8 h; 360,000 tested, 2% active; in the data active means inhibition above about 50%
# NCOA3 inh: human NCOA3 inhibition. inhibition, % at 3.6 µM. Q9Y6Q9. HEK293 GAL4-SRC3 luciferase reporter, luminescence. 360,000 tested, 0.17% active;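 active means inhibition above a per-campaign cutoff, the mean of all compounds plus 3 SD, cut at about 60% in these data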;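 further: 0% = DMSO-treated cells and 100% = gossypol-treated cells at 36 µM; higher means less SRC3-driven luciferase light from the GAL4 reporter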
# NCOA1 inh: inhibits human SRC1 coactivator | HEK293 GAL4-SRC1 luciferase reporter, luminescence | inhibition, % at 3.6 µM | 360,000 tested, 0.12% active;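 active means inhibition above the campaign mean plus 3 SD, with each screening campaign given its own cutoff, cut at about 60% in these data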;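 further: 0% = DMSO treated cells and 100% = gossypol at 36 µM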
# TROY signal inh: inhibitors of TROY-dependent NF-kB signaling. Q293 LMP1-TROYcd NF-kB luciferase reporter, 4 h. inhibition, % at 10 µM. 360,000 tested, 0.98% active. AID 1347056;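 active means compounds whose plate-normalised and pattern-corrected inhibition of the luciferase reporter signal at the single screening dose is 50% or more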
# Numbers without * were called inactive; . = no result given. Only part of the results is shown. The share of hits here may be higher or lower than overall.
SMILES,LRH-1 inv ag,NOD2 RIPK2 PPI,TLR9-MyD88 block,NR2F2 inh,Exocytosis inh,ABHD5-PLIN5 inh,SRC2 inh,TWEAK Fn14 block,NCOA3 inh,NCOA1 inh,TROY signal inh
CN(c1ncc(C(F)(F)F)cc1Cl)N1C(=O)c2cccc(N)c2C1=O,-6,9,-2,22,12,-11,21,20,-5,6,5
Clc1cccc(Cc2c(-c3cccc(Br)c3)nc3c4ccccc4ccn23)c1,-10,-3,.,2,-2,-2,-43,-12,.,.,-45
CC(NC(=O)CSc1ncccn1)c1ccc2c(c1)OCO2 (stereo not given),12,2,0,-2,48,-2,16,-4,-5,-3,-5
Nc1cccc2nc3ccccc3cc12,60,-9,-5,.,-2,8,.,-32,-57,-87,-62
O=C(NCc1ccc2c(c1)OCO2)c1ccc(Cl)c(S(=O)(=O)NCc2ccccc2)c1,-8,3,-6,9,10,3,7,-9,19,-4,-2
COc1ccc(CC(=O)Nc2ccc(-c3nnc(-c4ccccc4)o3)cc2)cc1OC,-30,-5,-9,.,7,2,.,-1,-40,-38,-29
COc1ccc(CC(=O)NNC(=O)c2c(-c3ccccc3Cl)noc2C)cc1OC,2,1,5,4,-10,6,-9,3,6,5,-3
O=C(Nc1ccc2c(c1)OCCO2)C1c2ccccc2OCC(=O)N1CCc1c[nH]c2ccccc12 (stereo not given),-1,0,.,6,-4,1,-36,-3,.,.,4
CC(C)Cn1c(=O)oc2ccccc21,-10,-5,4,10,-4,-5,1,-2,-2,3,11
CC(=O)O[C@H]1c2ccccc2-c2ccccc2[C@@H]1OC(C)=O,-13,0,4,15,-10,0,-21,5,-11,1,1
COc1ccc(OC)c(NC(=O)C2(C)CCN2C(C)C)c1 (stereo not given),19,-11,.,13,0,0,-4,0,-13,-20,-4
CN(C)c1ccc(NC(=O)COC(=O)CCC(=O)c2ccc(F)cc2)cc1,0,-5,-7,-21,3,-2,0,-15,1,-11,3
CCCS(=O)(=O)N1CCN=C1SCc1cccc(C)c1,7,-11,-5,0,1,2,1,-5,16,-2,-19
CCN(CC)C(=O)C1CCCN(c2ccc([N+](=O)[O-])cc2)C1 (stereo not given),11,-2,2,19,-1,4,10,-11,3,-32,6
CC(C)COc1nc2ccccc2nc1N1CCN(C)CC1,5,9,-2,4,-8,-4,9,3,-3,0,5
O=C(CN1CCN(CCOCCO)CC1)N1c2ccccc2Sc2ccc(Cl)cc21,8,-7,5,.,0,7,.,2,-4,-10,-13
Cc1cc(C)cc(C(=O)Nc2ccc(N3CCN(S(C)(=O)=O)CC3)cc2)c1,15,6,5,1,-4,-2,-1,16,4,-10,8
C(=N\c1nccs1)/c1c[nH]c2ccccc12,23,-9,-22,5,-3,-12,23,10,14,-4,-10
COc1ccc(Cc2nnc(N/N=C/c3ccccc3O)[nH]c2=O)cc1OC,10,-3,4,8,2,6,40,-8,39,37,16
Cc1ccc(S(=O)(=O)NC(=O)NCCc2ccccc2)cc1,13,-4,4,-6,2,1,16,0,-5,5,-9

# Ordered by molar mass (rising): 3 of the compounds above
SMILES,LRH-1 inv ag,NOD2 RIPK2 PPI,TLR9-MyD88 block,NR2F2 inh,Exocytosis inh,ABHD5-PLIN5 inh,SRC2 inh,TWEAK Fn14 block,NCOA3 inh,NCOA1 inh,TROY signal inh
CCCS(=O)(=O)N1CCN=C1SCc1cccc(C)c1,7,-11,-5,0,1,2,1,-5,16,-2,-19
CN(C)c1ccc(NC(=O)COC(=O)CCC(=O)c2ccc(F)cc2)cc1,0,-5,-7,-21,3,-2,0,-15,1,-11,3
COc1ccc(Cc2nnc(N/N=C/c3ccccc3O)[nH]c2=O)cc1OC,10,-3,4,8,2,6,40,-8,39,37,16

# The listing continues.
SMILES,LRH-1 inv ag,NOD2 RIPK2 PPI,TLR9-MyD88 block,NR2F2 inh,Exocytosis inh,ABHD5-PLIN5 inh,SRC2 inh,TWEAK Fn14 block,NCOA3 inh,NCOA1 inh,TROY signal inh
COCCCNC(=O)c1ccc(-c2c(C)noc2C)c2ccoc12,19,11,.,-91,-1,-3,-64,-11,-10,-30,-38
O=S(=O)(Nc1ccc(Br)cn1)c1ccc(Cl)s1,-19,-8,-6,-10,0,4,18,-16,-6,4,-31
CCN1CCN(c2ncnc3sc(C(=O)Nc4ccccc4F)c(C)c23)CC1,-3,1,-5,-19,-1,3,-22,-25,8,-10,-1
CCCN(C(=O)c1cc(CC)c(C)s1)c1c(N)n(Cc2ccccc2)c(=O)[nH]c1=O,1,2,7,3,3,-2,1,-8,-20,5,-11
COCCNc1cc(-c2ccccc2)nc2cc(-c3cccc(F)c3)nn12,25,0,-4,-8,12,5,5,-22,-3,2,3
O=C(Nc1ccc(OCC(F)(F)C(F)F)c(C(F)(F)F)c1)c1ccccc1O,34,0,-11,69*,5,-18,26,46,29,36,44
O=C1C2CCC(C2)C1CN1CCOCC1 (stereo not given),14,-2,-4,-14,-1,-5,11,0,-4,-15,-12
Cc1cccc(NS(=O)(=O)c2ccc(C)c(C(=O)NNC(=O)c3csc(N4CCOCC4)n3)c2)c1,-4,4,-6,4,7,-10,7,-20,8,3,-3
O=C(CN1CCN(S(=O)(=O)c2ccc(Cl)cc2)CC1)Nc1ccc2c(c1)CCC2,5,11,3,-16,1,-2,-37,-7,18,2,20
CCc1noc(C)c1C(=O)Nc1nc(-c2ccc(NC(C)=O)cc2)cs1,-10,5,3,-24,4,14,18,3,2,-2,1
COc1ccc(NC(=O)CCc2nnc3ccc(N4CCC(C)CC4)nn23)cc1OC,-2,-8,-5,-17,2,-6,-29,8,10,1,-6
Cc1ccc(S(=O)(=O)c2cc3c(=O)n4cccc(C)c4nc3n(CC3CCCO3)c2=N)cc1C (stereo not given),0,-1,1,-6,3,5,2,9,1,5,-40
CNS(=O)(=O)c1cnccc1N1CCN(c2cccc(C(F)(F)F)c2)CC1,-3,8,-6,9,-1,5,-24,6,13,4,6
Cc1cc(C2=NNC(=Nc3ccc(S(=O)(=O)N4CCOCC4)cc3)SC2)c(C)n1CC1CCCO1 (stereo not given),11,2,-5,17,3,-6,17,-20,15,-11,-13
CCOc1ccccc1N(CC(=O)Nc1ccccc1C(=O)NCc1ccco1)S(C)(=O)=O,-12,0,6,7,-9,-6,-22,-10,7,9,0
CCOc1ccc(CCNC(=O)Nc2ccccc2C)cc1OCC,-1,-6,-1,-16,-1,-5,3,9,7,-9,16
CCOc1ccc(OCCC(=O)OCC(=O)Nc2ccc3c(c2)OCCO3)cc1,48,-1,4,-5,-3,5,-2,-8,-3,-6,-17
Cc1ccnc(SCCn2c(N3CC(C)OC(C)C3)nc3c2c(=O)n(C)c(=O)n3C)n1 (stereo not given),7,-8,4,7,0,4,-5,-15,30,11,-3
C=CCn1c(=O)c2c(nc(-n3nc(C)cc3C)n2C)n(C)c1=O,-11,3,-3,16,-5,-3,1,-10,-12,-4,-9
CN(C)CCNc1nc2sc3c(c2c(=O)n1CCc1ccccc1)CCCCC3,4,13,-4,-8,42,1,-11,-48,11,-2,-97
Nn1c(SCC(=O)N2CCOCC2)nnc1-c1cccnc1,10,-6,10,-9,11,-1,14,3,-1,-5,-5
CCCN(CCC)CCNC(=O)CN1C(=O)COc2ccc(S(=O)(=O)N3CCOCC3)cc21,12,-9,-5,-16,0,3,16,16,-3,7,4
Cc1c(C(=O)NCCN(C)C)oc2ccc(S(=O)(=O)N3CCC4(CC3)OCCO4)cc12,-10,9,-9,-3,-3,4,-19,8,-3,10,11
C[C@H](NC(=O)[C@@H]1CCCN1C(=O)[C@@H]1CCCN1C(=O)OC(C)(C)C)c1ccccc1,18,-3,.,18,8,1,-16,2,.,.,-3
C(=N\n1cnnc1SCc1ccccc1)/c1ccco1,-15,3,-8,2,-5,-1,-18,-7,8,4,22
COC(=O)c1cc2occc2n1Cc1nc(-c2cccc(Cl)c2)oc1C,-5,13,-4,0,1,3,5,9,0,-26,0
COc1ccc(CN(CCN)C2CC(C)N(C)CC2C)cc1 (stereo not given),11,0,-3,-14,2,-6,-17,1,7,14,-3
COc1cccc(C(=O)N2CCN(Cc3ccccc3Br)CC2)c1,11,-1,-13,20,-1,-7,-21,-8,3,6,8
Cc1cc(N2CCCCCC2)nc(-c2ccccc2O)n1,13,-2,9,1,1,-6,10,28,-3,6,-10
O=C(CCC(=O)N1CCOc2ccccc21)NC1CCN(Cc2ccccc2)CC1,23,1,1,-4,0,0,15,7,15,10,8
Cc1ccc2oc(=O)c(/C=C(\O)CC(C)C)nc2c1,5,-8,2,3,-3,3,3,3,14,-43,9
CCNC(=O)c1cccc(NC(=O)CC2SC(N3CCCCC3)=NC2=O)c1 (stereo not given),3,2,-3,5,-1,-18,13,-5,5,-14,-18
CCOc1ccc2nc(NCCNC(=O)C(C)C)c(C)cc2c1,17,-10,6,-5,-1,-2,-8,-16,-4,-12,-6
COc1ccccc1-n1c(=O)c(C#N)c(-c2ccc([N+](=O)[O-])cc2)c2cc(C(=O)c3ccccc3O)cnc21,3,-4,-8,6,-1,1,-2,-13,11,-1,0
Cn1c(=O)c2c(nc(N3CCCCCC3)n2CC(=O)c2ccccc2)n(C)c1=O,1,-4,1,-5,4,8,9,-7,5,-8,-12
NS(=O)(=O)c1ccc(CCNS(=O)(=O)c2cccc(C(=O)O)c2)cc1,5,-3,5,-10,-3,2,21,10,3,-13,16
N#Cc1nc(-c2ccco2)oc1NCCCN1CCOCC1,-15,7,2,1,0,2,-15,-15,-3,-7,15
COc1cc(/C=C2\C(=N)N3N=C(S(C)(=O)=O)SC3=NC2=O)ccc1OS(=O)(=O)c1ccc(C)cc1,16,1,-14,9,-1,7,-12,-14,11,-24,-3
O=C(NNC(=S)Nc1ccc(Cl)c(Cl)c1)c1cccc([N+](=O)[O-])c1,-17,-2,.,5,8,-11,-8,-37,-15,-23,27
O=C(CN(C1CCCCC1)C1CCCCC1)N1CCc2ccccc2C1,21,-2,-6,15,-3,15,6,1,-1,1,-8
CC(C)CC(NS(=O)(=O)c1cc(C(=O)O)ccc1Cl)C(=O)O (stereo not given),10,-18,-2,-17,2,3,-35,1,26,18,8
Cc1ccc(S(=O)(=O)NC(C)(C)CSc2nncn2C)cc1,-17,-20,-7,9,1,-2,1,9,1,-13,-10
O=C(CN1C2CCCC1CC(NC(=O)c1ccco1)C2)Nc1ccccc1 (stereo not given),14,-3,1,3,6,5,13,-1,18,3,1
CCOc1ccc(-n2c(SC(C)C)nc3c(c2=O)SCC3)cc1,-2,-1,5,6,2,-4,-16,-3,0,2,3
COc1ccc(Cn2cc(F)c(=O)n(C)c2=O)cc1[N+](=O)[O-],-3,-6,3,2,0,-5,-38,-12,4,-5,5
CSc1cccc(NC(=O)CCCOc2ccccc2)c1,4,-3,-1,2,1,-3,-3,-43,16,-33,-22
O=C(Nc1ccc(F)cc1)N1CCOCC1,12,-5,1,0,-1,5,9,-6,10,6,7
COc1ccc(CNC2CC(=O)N(C)C2=O)cc1 (stereo not given),15,-7,-53,-2,-2,-2,15,14,-10,-5,0
CCC/C(=N/NC(=O)c1ccccc1Cl)c1ccccc1,-27,0,2,15,2,-1,-73,8,12,-4,7

# Screening results: PubChem BioAssay, several laboratories
